TRPM1 prom inh: inhibitors of MITF-driven TRPM1 promoter in melanoma cells; SK-MEL-5 TRPM1 promoter luciferase, 24 h; inhibition, % at 12.5 µM; 0.83% of 330,000 active;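 active = mean inhibition across replicates of 60% or more, whatever share of single replicates reaches that level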; note: values of inactives mirror those of a sister screen read the other way
Shn3 inh set2: Schnurri-3 reporter inhibition in Clone20 osteoblasts; Clone20 osteoblast Shn3 3'UTR firefly luciferase, 24 h; 0.52% of 360,000 active; AID 588674; inhibition, % at 12.5 µM;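 active = mean inhibition of at least 75% with every replicate also reaching 75%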;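 note: 0% = median of neutral control wells and 100% = pilot-screen positive control compound; some compounds past the cut are filed as inactive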
H9c2 protect: modulators protecting cardiomyocytes from myocardial damage; protection from H2O2 cell death, % at 20 µM; 0.63% of 360,000 active; H9c2 cardiomyocytes, H2O2 injury protection, ATPLite, 2 h;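 active = compounds giving at least 50% protection of heart cells from peroxide-induced death in the single-dose screen, raw or plate-pattern-corrected value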;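 note: 0% = DMSO wells with peroxide and 100% = DMSO wells without peroxide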
HIF-2a inh: HIF-2a inhibition; 786-0 RCC cells HIF-2a reporter, luciferase luminescence, overnight; inhibition, % at 18.8 µM; 0.72% of 360,000 active; AID 624352;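 active = inhibition of the luminescence signal of 40% or more relative to plate controls, in a single-dose primary screen at 18.75 µM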
NR2E3 ag-1: human photoreceptor-specific nuclear receptor agonism | CHO-S Gal4-NCOR/VP16-NR2E3 two-hybrid, luciferase | AID 602229 | 0.35% of 360,000 active | Q9Y5X4 | inhibition of corepressor binding, % at 3.98 µM;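 active = inhibition above the mean of all tested compounds plus 3 SD, cut at about 70% in these data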;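 note: 0% = DMSO with NR2E3 transfected cells and 100% = cells lacking NR2E3 construct; higher means lower luciferase signal from less NR2E3 corepressor binding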
Target sequence (Q9Y5X4 whole entry, looked up, the tested form may be a part): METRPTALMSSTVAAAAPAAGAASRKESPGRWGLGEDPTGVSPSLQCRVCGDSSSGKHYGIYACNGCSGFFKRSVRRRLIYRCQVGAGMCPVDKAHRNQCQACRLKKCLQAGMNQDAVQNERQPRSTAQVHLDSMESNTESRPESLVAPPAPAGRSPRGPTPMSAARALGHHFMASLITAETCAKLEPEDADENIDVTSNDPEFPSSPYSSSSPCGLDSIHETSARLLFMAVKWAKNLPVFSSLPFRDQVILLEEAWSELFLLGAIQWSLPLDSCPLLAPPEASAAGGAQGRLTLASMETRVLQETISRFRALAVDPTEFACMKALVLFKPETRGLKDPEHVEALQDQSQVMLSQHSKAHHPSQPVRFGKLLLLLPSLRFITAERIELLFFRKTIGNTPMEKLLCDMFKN
PDI inh: inhibitors of human protein disulfide isomerase; P07237; PDI insulin aggregation turbidity, A650, 90 min; inhibition, % at 10 µM; 0.052% of 350,000 active;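 active = mean inhibition across replicates of 30% or more, whatever share of single replicates reach that level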;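 note: absorbance from insulin aggregation driven by PDI reduction with DTT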
iPSC survival up: hiPSC single-cell survival enhancement | ATPlite luminescence; 100% = ROCK inhibitor wells, 0% = DMSO | 0.044% of 360,000 active | survival enhancement, % at 20 µM; in the data active = survival enhancement above about 18%;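 note: cells exposed to compounds for 16 hours before the ATP read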
CaV13 ICDI inh: Primary screen for inhibitors of IQ motif and Ca2+-dependent inactivation inhibitor domain binding in CACNA1D, Förster resonance energy transfer in living cells, … | HEK cells, CFP/YFP FRET ICDI-IQ, plate reader, 10 min; percent FRET-ratio fall versus neutral wells | inhibition, % at 12.3 µM | 0.098% of 340,000 active | AID 743397;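 active = mean replicate inhibition of at least 30% and at least 1% of replicates passing that level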;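 note: 0% = median of the neutral control wells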
NR2E3 ag-2: activates human photoreceptor nuclear receptor NR2E3 | GST-NR2E3/biotin-RetCOR TR-FRET, 1536-well | inhibition of corepressor binding, % at 4.78 µM | Q9Y5X4 | 0.12% of 320,000 active | AID 2300;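 active = percent inhibition above the cutoff of mean plus 3 SD of all tested compounds, set per screening campaign, cut at about 20% in these data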;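 note: 0% = DMSO wells and 100% = biotin wells as full block of FRET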
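Material – GST-tagged NR2E3 plus biotinylated RetCOR corepressor · Quantity – NR2E3 fusion 1.35 nM · Times – 5 h incubation at 4 °C · Medium – pH 7.5 Tris-based buffer · Technique – TR-FRET, Eu(K)-anti-GST donor, streptavidin-D2 acceptor, ex 340, em 617/671 nm · Benchmarks – high control biotin, low control 0.6% DMSO · Format – 1536-well plates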
Peg3 prom inh: Peg3 promoter activity inhibition | HeLa PEG-Prom luciferase reporter, luminescence, overnight | inhibition, % at 20 µM | 1.7% of 360,000 active;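 active = inhibition of at least 50% at 20 µM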
HTR2A ag: activates the mouse 5-HT2A serotonin receptor. 0.66% of 360,000 active. CHO-K1 mHTR2A beta-arrestin complementation, luminescence; percent of 30 µM serotonin response. P35363. AID 624169. activation, % at 7.6 µM;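 active = activation above a run cutoff, the mean activation of all tested compounds plus 3 SD, cut at about 14% in these data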;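 note: 0% = plate median of compound wells and 100% = 30 µM serotonin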
Target sequence (P35363 whole entry, looked up): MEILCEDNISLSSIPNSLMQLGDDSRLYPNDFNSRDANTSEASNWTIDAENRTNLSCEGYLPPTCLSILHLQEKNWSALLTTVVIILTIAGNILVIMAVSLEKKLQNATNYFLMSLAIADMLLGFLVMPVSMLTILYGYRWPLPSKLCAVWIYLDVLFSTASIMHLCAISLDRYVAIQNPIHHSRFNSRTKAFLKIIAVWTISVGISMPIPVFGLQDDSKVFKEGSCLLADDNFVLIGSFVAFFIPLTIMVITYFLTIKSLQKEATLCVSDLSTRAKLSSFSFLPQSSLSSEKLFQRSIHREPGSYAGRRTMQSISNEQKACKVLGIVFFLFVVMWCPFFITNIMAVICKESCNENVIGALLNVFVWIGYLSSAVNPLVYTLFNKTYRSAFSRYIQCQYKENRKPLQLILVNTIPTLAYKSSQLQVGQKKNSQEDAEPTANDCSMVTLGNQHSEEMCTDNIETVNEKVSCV
Active calls of the source: *; / = not tested or not shown.

SMILES	TRPM1 prom inh	Shn3 inh set2	H9c2 protect	HIF-2a inh	NR2E3 ag-1	PDI inh	iPSC survival up	CaV13 ICDI inh	NR2E3 ag-2	Peg3 prom inh	HTR2A ag
Cc1ccc(C(=O)N/C(=C/c2ccc(-c3cccc([N+](=O)[O-])c3)o2)C(=O)NC(C)C)cc1	-10	14	30	15	9	-1	0.1	/	-1	31	21*
O=C(Cc1cccs1)Nc1cccc(-c2nc3cc4ccccc4cc3[nH]2)c1	-68	-60	-1	-382	-81	6	-3.0	-3	-2	-49	-7
CCOC(=O)C1CCN(C(=O)CS(=O)Cc2nc(-c3ccc(C)cc3)oc2C)CC1 (stereo not drawn)	/	-11	-1	-4	23	/	-2.5	-6	4	10	1
CCNC(=S)NNC(=O)c1ccoc1C	-7	5	6	9	20	12	-1.1	/	3	-8	2
Cc1c(Br)c([N+](=O)[O-])nn1CC(=O)NCc1cccnc1	5	-9	1	-11	-12	2	-0.4	-9	-1	3	-2
CC(C)(C)c1nc2ccccc2c(=O)n1N1C(=O)c2ccccc2C1=O	8	11	7	16	2	8	1.2	-4	2	34	1
O=C(NCCO)c1cccc(S(=O)(=O)N2CCCCC2)c1	10	-13	2	13	15	2	-2.2	-6	3	10	2
Cc1cc(CNC(=O)Cn2cc([N+](=O)[O-])cn2)c2ccccc2n1	1	-2	2	17	13	0	0.8	/	0	4	4
O=C(c1ccc(Cl)cc1)c1c[nH]c(C(=O)NNc2ccccc2)c1	-5	18	-11	22	18	10	0.1	-5	3	17	-3
Cc1cc(C)c(C)c(S(=O)(=O)N2CCC(C(=O)NCC(c3ccccc3)N(C)C)CC2)c1C (stereo not drawn)	-13	10	4	-6	24	1	-0.1	-21	-1	19	-8
O=C(NCc1ccco1)c1ccc(S(=O)(=O)N2CCCCC2)cc1	7	11	10	11	13	-1	0.4	-5	-4	12	6
CC1(C)Oc2ccc(C(=O)N3CCOCC3)cc2N(CC(=O)N2CCOCC2)C1=O	-4	-1	1	13	-12	-4	1.7	/	-1	0	2

Sorted by length of the SMILES (highest first): part of the list above
SMILES	TRPM1 prom inh	Shn3 inh set2	H9c2 protect	HIF-2a inh	NR2E3 ag-1	PDI inh	iPSC survival up	CaV13 ICDI inh	NR2E3 ag-2	Peg3 prom inh	HTR2A ag
Cc1ccc(C(=O)N/C(=C/c2ccc(-c3cccc([N+](=O)[O-])c3)o2)C(=O)NC(C)C)cc1	-10	14	30	15	9	-1	0.1	/	-1	31	21*
Cc1cc(C)c(C)c(S(=O)(=O)N2CCC(C(=O)NCC(c3ccccc3)N(C)C)CC2)c1C (stereo not drawn)	-13	10	4	-6	24	1	-0.1	-21	-1	19	-8
CCOC(=O)C1CCN(C(=O)CS(=O)Cc2nc(-c3ccc(C)cc3)oc2C)CC1 (stereo not drawn)	/	-11	-1	-4	23	/	-2.5	-6	4	10	1
CC1(C)Oc2ccc(C(=O)N3CCOCC3)cc2N(CC(=O)N2CCOCC2)C1=O	-4	-1	1	13	-12	-4	1.7	/	-1	0	2
O=C(Cc1cccs1)Nc1cccc(-c2nc3cc4ccccc4cc3[nH]2)c1	-68	-60	-1	-382	-81	6	-3.0	-3	-2	-49	-7
Cc1cc(CNC(=O)Cn2cc([N+](=O)[O-])cn2)c2ccccc2n1	1	-2	2	17	13	0	0.8	/	0	4	4
CC(C)(C)c1nc2ccccc2c(=O)n1N1C(=O)c2ccccc2C1=O	8	11	7	16	2	8	1.2	-4	2	34	1
O=C(c1ccc(Cl)cc1)c1c[nH]c(C(=O)NNc2ccccc2)c1	-5	18	-11	22	18	10	0.1	-5	3	17	-3
Cc1c(Br)c([N+](=O)[O-])nn1CC(=O)NCc1cccnc1	5	-9	1	-11	-12	2	-0.4	-9	-1	3	-2
O=C(NCc1ccco1)c1ccc(S(=O)(=O)N2CCCCC2)cc1	7	11	10	11	13	-1	0.4	-5	-4	12	6
O=C(NCCO)c1cccc(S(=O)(=O)N2CCCCC2)c1	10	-13	2	13	15	2	-2.2	-6	3	10	2
CCNC(=S)NNC(=O)c1ccoc1C	-7	5	6	9	20	12	-1.1	/	3	-8	2

The list continues.
SMILES	TRPM1 prom inh	Shn3 inh set2	H9c2 protect	HIF-2a inh	NR2E3 ag-1	PDI inh	iPSC survival up	CaV13 ICDI inh	NR2E3 ag-2	Peg3 prom inh	HTR2A ag
CC1(C(=O)NC2CCCCC2)CCC(=O)N1Cc1cccs1 (stereo not drawn)	1	13	1	17	-16	-5	1.0	-8	1	-3	2
CC(Sc1nnc2c(n1)[nH]c1ccccc12)C(=O)N(C)C1CCCCC1 (stereo not drawn)	-7	55	-14	-37	15	3	-0.3	-5	-2	7	-2
CC(CNC(=O)CCCn1ncn2c(cc3occc32)c1=O)c1ccccc1 (stereo not drawn)	-6	-12	2	15	-4	3	0.3	-5	1	11	16*
COCCN1CCN(C(=O)C2CCC(=O)N(CCc3ccc(Cl)cc3)C2)CC1 (stereo not drawn)	8	-19	-2	-28	-4	3	0.2	-5	0	1	1
CCNS(=O)(=O)c1ccc(NC(=O)c2ccccc2SCCOC)cc1	10	17	3	12	-5	-5	2.0	-5	5	2	-5
CCOC(=O)c1ccc(NC(=O)c2cccc(S(=O)(=O)N3c4ccccc4CC3C)c2)s1 (stereo not drawn)	38	74	-14	-2	-5	-4	-1.2	-19	-4	30	-2
O=c1cc(-c2ccccc2)c2ccc(O)c(CN3CCCCC3)c2o1	13	22	0	14	3	-4	0.0	-4	0	-1	-3
O=C(CSc1nnc(-c2cccs2)o1)N1CCCc2ccccc21	-4	-12	0	-45	-44	0	1.1	-5	-2	-4	4
Cc1c(Cl)cnc(NC(=O)COC(=O)c2nn(C)c(=O)c3ccccc23)c1Cl	-1	2	1	20	-13	-14	4.0	-4	-1	12	4
S=C1Nc2cc(Cl)ccc2Sc2ccccc21	0	10	17	9	-8	10	-2.2	-2	-3	-10	0
COCCN(C(=S)Nc1ccccc1C)C(C)c1cccs1 (stereo not drawn)	3	-12	1	5	-8	-1	0.6	-3	2	11	-2
CC(CCc1ccccc1)NC(=O)C(=O)c1c[nH]c2ccccc12 (stereo not drawn)	17	1	-4	-41	-8	6	-0.4	-16	-2	-13	-2
O=C(COC(=O)CNC(=O)c1ccc2c(c1)OCO2)Nc1ncc(Cl)cc1Cl	11	4	-5	14	-12	4	0.1	-12	6	11	3
CC(=O)[C@H]1CC[C@H]2[C@@H]3CC=C4C[C@@H](O)CC[C@]4(C)[C@H]3CC[C@]12C	12	22	-6	0	-30	/	4.5	/	-1	13	1
Cc1ccc(CNC(=O)CCS(=O)(=O)c2ccc(C)cc2)cc1	4	-23	-4	14	-2	-2	-0.2	6	-1	8	2
O=C(CSc1ccc(-c2ccccc2)nn1)N1CCOCC1	-25	-30	1	-68	-21	1	0.6	-8	4	-38	-5
CCOC(=O)[C@]12CCC=C1N(Cc1ccco1)C(=O)[C@H](CC(=O)NCCCN1CCCC1=O)C2	/	/	/	4	-11	/	-0.8	-9	/	/	4
O=C(CSc1nc2ccccc2o1)Nc1ccc(N2CCOCC2)cc1	-73	-18	-12	-181	-67	-5	-1.2	-5	-3	-97	0
COCc1ccc(CN2CCCC(CO)(Cc3ccccc3C)C2)o1 (stereo not drawn)	3	11	-1	20	-1	3	2.9	-3	5	-2	3
O=[N+]([O-])c1ccc(COc2cccc(CN3CCOCC3)c2)cc1	-12	-7	-7	-66	-39	-5	8.4	-6	/	-30	-4
COc1ccccc1C1CCN(Cc2cccc([N+](=O)[O-])c2)CC1	2	1	-5	6	-14	-2	0.2	-4	10	4	-5
CN1CCN(C(=S)SCc2nc(N)nc(Nc3ccc(F)cc3)n2)CC1	-11	-10	-5	-74	9	10	-0.7	-1	-2	-27	-3
Cc1cccnc1N1C(=O)c2ccc(C(=O)O)cc2C1=O	1	6	1	10	3	7	-0.6	-19	1	-1	-1
O=C1NC(=O)/C(=C/c2ccccn2)S1	-5	-10	-1	-30	11	2	-0.1	-1	-2	-12	-1
CCN(CC)C(=O)CSc1nc2ccccc2c(=O)n1OC	-1	2	36	9	14	-8	6.8	/	-1	-2	5
COCCn1c(SCC(=O)Nc2ccc(F)cc2)nc2c(oc3ccccc32)c1=O	-10	33	8	10	-8	3	-0.9	2	-2	6	-1
COc1ccc(-c2nnc(NC(=O)CS(=O)(=O)c3ccc(Cl)cc3)o2)c(OC)c1	-2	-42	1	-3	-17	2	-0.5	-7	-5	-5	4
COc1ccc2nc(SCC(=O)N3CC(=O)Nc4ccccc43)c(C#N)cc2c1	-4	-6	23	-47	-9	-10	-0.3	-15	-6	11	9
CCOc1ccc(NC(=O)CSc2nc(=O)n(CCN3CCOCC3)c3c2CCCC3)cc1	3	5	1	6	-22	4	-0.1	-6	0	-2	9
CC1=NN(c2ccccc2)C(=O)/C1=C\c1ccc(Br)s1	10	31	-7	23	-1	-1	1.0	-15	6	11	5
Cc1cc(-c2ccccc2)nc2[n+]1CCN2C	2	3	-2	4	-5	8	-0.5	-9	2	8	2
Cc1ccc(S(=O)(=O)CCC(=O)OCn2nnc3ccccc3c2=O)cc1	-7	-9	4	1	-42	-4	0.3	-21	2	3	3
COC(=O)c1ccccc1OCCCOc1ccc(C=O)cc1OC	-42	-68	28	-126	-111	2	1.5	/	-2	-129	-4
CCOC(=O)CC1(NC(=O)c2cc(COc3cncc(Cl)c3)on2)CCCCC1	11	65	-14	-9	67	10	-0.5	-5	2	14	10
COc1ccc(OC)c(C2C(C#N)=C(N)Oc3cc(C)n(Cc4ccccn4)c(=O)c32)c1 (stereo not drawn)	-1	0	2	17	-9	9	1.8	/	3	15	-1
C[n+]1cnc(-c2ccccc2)cc1-c1ccccc1	-5	-16	-6	10	7	-13	-1.3	-3	2	6	1
O=C(c1ccc(-c2ccccc2)cc1)N1CCN(c2nc3ccccc3o2)CC1	/	0	-20	3	4	/	-2.7	-5	/	-5	3
O=C(NCCc1cccs1)c1cccs1	-92	-30	-14	-187	-76	2	1.3	8	-1	-303	4
O=C(Nc1cccc(C(F)(F)F)c1)c1cc(-c2ccco2)on1	0	-14	6	-61	0	2	0.6	-2	-1	-26	-1
COc1ccc(NC(=O)COC(=O)c2ccc(Cl)c(S(N)(=O)=O)c2)c([N+](=O)[O-])c1	-3	-1	-7	-5	-6	-3	2.2	8	0	-7	8
CCCn1nc(C(=O)NCc2ccccn2)c2ccccc2c1=O	2	2	5	27	-4	-11	2.7	-4	-4	13	-2

Source: PubChem BioAssay
